# HEK293 NFkB inh: lowers PMA/ionomycin-induced NF-kB signal in HEK293 cells; inhibition, % at 3 µM; HEK-293 NF-kB luciferase reporter, luminescence; 62,000 compounds, 0.21% hits;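 active means inhibition above the mean of all tested compounds plus 3 SD, cut at about 40% in these data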;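 further: 0% = stimulated DMSO wells and 100% = 10 µM reference inhibitor 5653914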
#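 Signal: luciferase luminescence; Material: HEK-293 cells with stable firefly luciferase reporter driven by four HIV NF-kB elements; Probe or stimulus: PMA with ionomycin; Replication: tested once; Times: 1 h compound pretreatment, then 16 h stimulation at 37 °C, 5% CO2; Benchmarks: DMSO and 10 µM reference inhibitor; Evaluation: per-plate % inhibition versus controls.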
# D1 mod: allosteric modulators of human D1 dopamine receptor. P21728. HEK293 D1, CRE-luciferase, dopamine EC30 potentiation; actives deviate in either direction. B-score at 10 µM. 58,000 compounds, 5.9% hits. AID 641;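 active means luminescence count or its row- and column-corrected plate score outside the 99.7% band of the plate's sample wells, on either side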
# Ec RNAP inh: blocks E. coli RNA polymerase transcription. P0A8V2. fluorescence transcription assay. inhibition, %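 (tested at 10 µM)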. 62,000 compounds, 0.2% hits. AID 559; in the data active means inhibition above about 20%;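 further: 0% = enzyme without compound and 100% = no enzyme blank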
# M1 ag: M1 muscarinic receptor agonism; CHO-M1 cells, Fluo-4 calcium fluorescence, agonist mode; stronger effect = higher value; B-score at 10 µM; 64,000 compounds, 3% hits;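 active means fluorescence rise, raw or as B-score row- and column-corrected plate score, outside the 99.7% band of its plate's samples, either direction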
# S1P3 agonist: agonists of human S1P3 receptor. S1P3 NFAT-BLA reporter cells, agonism, FRET ratio; relative to 1 µM S1P, basal subtracted. AID 373. Q99500. 60,000 compounds, 0.1% hits. activation, % at 4.5 µM;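 active means activation above the screen-wide mean plus 3 SD, cut at about 4.5% in these data, passing the limit was not always enough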; further: some compounds called inactive have numbers as strong as hits
# Target sequence (Q99500 whole entry, looked up): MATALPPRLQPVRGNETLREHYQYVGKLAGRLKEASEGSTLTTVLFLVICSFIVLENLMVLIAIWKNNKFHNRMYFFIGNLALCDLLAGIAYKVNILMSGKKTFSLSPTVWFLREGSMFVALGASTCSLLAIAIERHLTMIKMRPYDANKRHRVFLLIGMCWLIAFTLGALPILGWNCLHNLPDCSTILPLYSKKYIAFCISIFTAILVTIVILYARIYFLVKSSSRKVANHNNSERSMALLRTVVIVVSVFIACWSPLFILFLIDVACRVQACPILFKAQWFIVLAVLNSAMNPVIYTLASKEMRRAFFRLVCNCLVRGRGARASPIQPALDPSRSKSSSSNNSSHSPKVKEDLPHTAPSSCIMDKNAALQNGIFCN
#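 Assay system: CHO cells stably expressing human S1P3, Gα16 and NFAT-β-lactamase reporter. Timing: overnight plating, 4 h compound 37 °C, 2 h substrate RT. Signal: β-lactamase FRET emission ratio 460/535 nm. Measure: percent activation versus median 1 µM S1P response, basal-subtracted, per plate. Repeats: primary screen single test, confirmation screen in triplicate.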
# TNAP act mid DEA: activates human TNAP at intermediate phosphate acceptor concentration | P05186 | purified TNAP, CDP-star luminescence, 100 mM DEA, 30 min; stronger effect = higher value; scale: 0 levamisole-inhibited, 1 vehicle-only enzyme | activation factor at 20 µM | 64,000 tested, under 10 active | AID 813;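 active means activation factor of at least 2 at 20 µM, relative to controls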
# Target sequence (P05186 whole entry, looked up): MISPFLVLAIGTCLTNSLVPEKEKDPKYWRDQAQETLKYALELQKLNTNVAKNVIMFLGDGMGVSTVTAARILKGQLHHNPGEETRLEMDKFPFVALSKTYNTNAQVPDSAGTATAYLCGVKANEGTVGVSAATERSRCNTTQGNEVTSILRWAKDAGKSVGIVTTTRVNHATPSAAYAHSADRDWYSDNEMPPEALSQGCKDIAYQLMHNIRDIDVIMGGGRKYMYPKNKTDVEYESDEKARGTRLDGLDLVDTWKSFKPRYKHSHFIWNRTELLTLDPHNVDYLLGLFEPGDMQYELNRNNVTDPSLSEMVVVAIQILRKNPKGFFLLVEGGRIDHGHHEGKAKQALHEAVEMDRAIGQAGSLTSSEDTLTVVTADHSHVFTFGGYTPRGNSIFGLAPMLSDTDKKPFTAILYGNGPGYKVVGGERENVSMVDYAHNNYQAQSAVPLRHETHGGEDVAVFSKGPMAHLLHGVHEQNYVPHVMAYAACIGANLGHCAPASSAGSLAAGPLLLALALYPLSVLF
# S1P1 ag pot: activates or potentiates agonism at human S1P1 receptor | activation, % at 9.5 µM | S1P1 CRE-bla cells, forskolin, beta-lactamase FRET, potentiator mode; S1P1 agonist co-added at EC20, 2 nM; 100% = saturating reference agonist, 0% = basal | 56,000 compounds, 0.57% hits | P21453;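 active means activation above a cutoff set at the mean activation of all tested compounds plus 3 SD, cut at about 54% in these data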;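 further: forskolin at 4 µM as EC80 and the EC20 agonist is SEW2871; 100% = SEW2871 at its EC100 plus forskolin at EC80; some compounds past the cut are filed as inactive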
# Jurkat viability: reduces viability or proliferation of Jurkat cells | Jurkat E6.1 viability, ATP luminescence, 48 h | inhibition, % at 4 µM | 56,000 compounds, 1.2% hits | AID 463;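 active means inhibition above the mean inhibition of all tested compounds plus 3 SD, cut at about 28% in these data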
# M1 antagonist: blocks the rat M1 muscarinic receptor response to acetylcholine; P08482; CHO-M1 cells, Fluo-4 calcium, ACh EC80 antagonist mode; stronger effect = lower value; B-score at 10 µM; 64,000 compounds, 3.4% hits; AID 628;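 active means calcium fluorescence response, raw or row-and-column corrected B-score, differing from the plate sample mean either way at a set confidence level, mostly lower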
# * marks the source's active call; other numbers are inactive results; . = not tested or not shown.
SMILES,HEK293 NFkB inh,D1 mod,Ec RNAP inh,M1 ag,S1P3 agonist,TNAP act mid DEA,S1P1 ag pot,Jurkat viability,M1 antagonist
CN(c1cccc(NC(=O)CCSc2ccccc2)c1)S(C)(=O)=O,13,-0.38,2,-2.2,-0.4,1,-12,10,-0.72
COCC(=O)N(Cc1ccccc1)c1ccccn1,8,-0.059,13,0.41,.,0.9,.,.,-0.025
CS(=O)(=O)N(CC(=O)N1CCCCCC1)c1ccccc1,6,0.57,6,0.45,-1.1,0.7,-4,8,-0.29
COCCN(CCOC)C(=O)c1c[nH]c2ccc(S(=O)(=O)N(C)c3ccc(F)cc3)cc2c1=O,0,-1.7,4,0.014,.,1,.,.,0.87
O=C(C1=C(O)C(=O)N(CCN2CCOCC2)C1c1ccccn1)c1cccs1 (configuration not stated),5,-0.07,0,0.26,-1.4,1,6,1,-0.034
O=C(Cn1cc(C(F)(F)F)ccc1=O)N1CCN(S(=O)(=O)c2ccc(Cl)cc2)CC1,3,-1.1,-4,1.9,0.2,1,-12,0,0.49
CC(C)(C)n1ncc2c(=O)n(Cc3c(F)cccc3Cl)cnc21,33,6*,-2,-0.0054,-0.7,.,-30,0,-0.19
O=C(O)CC1CCS(=O)(=O)C1 (configuration not stated),27,0.84,7,0.0068,-1.0,0.9,5,-3,-0.87
COCCN(CCOC)C(=O)C12CCC(C)(C(=O)C1)C2(C)C (configuration not stated),.,.,.,-0.65,-3.5,1,14,.,-1.6
Cc1nnc(C)c2c(C)n(C(C)c3ccccc3)c(C)c12 (configuration not stated),14,.,0,0.91,-0.1,1,15,2,-1.6
CC(=O)Nc1ccc(C(=O)N2CCN(C(=O)c3ccco3)CC2)cc1,12,1.2,4,0.33,0.0,0.9,-14,0,0.13
Cn1c(CNC(=O)Nc2ccccc2)nnc1SCc1ccccc1,-11,0.53,.,-0.37,18,0.9,-17,-6,0.056
CC1(C)CC2CC(C)(CN2S(=O)(=O)c2ccc(N)cc2)C1 (configuration not stated),2,-0.057,12,0.11,-0.6,0.9,-34,4,0.42
Cn1c(=O)c(C(=O)CN2CCOCC2)c(N)n(Cc2ccccc2)c1=O,16,0.055,-1,-0.0055,-0.4,1,-55,-2,-0.23
CCOC(=O)C1=C(C)NC(C)=C(C(=O)OCC)C1,7,2,7,-0.25,-1.0,0.9,21,-9,-0.67
O=C(CCN1C(=O)c2ccncc2C1=O)Nc1ccc2c(c1)OCCO2,18,-0.012,-1,.,-1.2,1,7,-2,.
Cc1cccc(NC(=O)C2CCCN(S(=O)(=O)c3cccc4nsnc34)C2)n1 (configuration not stated),13,.,3,0.028,-0.5,1,1,2,-0.45
CC(C)CN(C(=O)COC(=O)Cc1n[nH]c(=O)c2ccccc12)C1CCS(=O)(=O)C1 (configuration not stated),4,-0.025,8,-0.073,.,0.9,.,.,0.26
CCC(C)Nc1ncnc2c1cnn2Cc1ccc(Cl)cc1 (configuration not stated),-2,0.065,4,3,-1.4,1,10,7,-1.4
Cc1cc(NC(=O)C2CC(c3ccc(F)cc3)=NO2)n(-c2ccccc2)n1 (configuration not stated),3,-0.11,1,0.87,0.4,0.9,-2,6,0.45
O=C1COc2ccc(C(=O)COC(=O)Cn3cnc4ccccc43)cc2N1,14,1.1,4,0.41,-0.3,0.9,-5,4,0.6
O=c1c2c3c(sc2nc2sc(C4CC4)nn12)CCCC3,-19,-0.6,-5,0.64,1.4,0.9,29,8,0.073
COc1ccc2cc(CN(CCc3ccccc3)Cc3nnnn3Cc3ccco3)c(=O)[nH]c2c1,16,1,7,-0.003,-0.4,0.9,-1,0,0.16
CCC(=O)Nc1ccc(S(=O)(=O)N2CCc3ccccc3C2)cc1,-5,-1.6,6,-1.6,-0.9,0.9,36,8,0.14
CSc1ccc(Cl)c(C(=O)OCC(=O)N2CCOCC2)c1,2,-0.16,-1,-0.11,-1.1,0.9,4,-10,1.3
Cc1cccc(N2CCN(C(=O)c3cc4c(C)nc5ccccc5c4o3)CC2)c1C,8,-0.86,4,0.31,-1.1,0.9,1,-1,-0.61
Cc1cc(NC(=O)CCOc2ccccc2)no1,-1,0.18,8,0.83,0.4,0.9,-14,-7,0.33
COc1ccccc1-c1nnc(SCc2nc3ccccc3[nH]2)n1C,12,1.4,3,0.66,-2.0,1.1,.,4,-0.51
NC(=O)C1CCN(CC(=O)Nc2ccccn2)CC1,-4,0.023,.,1.3,-0.4,1.1,0,10,-1
COCCn1nnnc1C(C(C)C)N1CCN(C(=O)c2ccco2)CC1 (configuration not stated),7,0.42,-13,-0.91,-0.6,0.9,6,-6,0.28
CCCCN(CC)S(=O)(=O)c1ccc(C(=O)Nc2nnc(COC)o2)cc1,18,0.048,4,0.61,-0.7,0.9,4,6,0.012
CCOc1ccc(CCNC(=O)CCn2cccc2)cc1OCC,3,2.5,4,-0.2,-0.3,0.9,-20,-2,-0.25
O=C(Nc1nccs1)C1CCCN1S(=O)(=O)c1cccc2cccnc12 (configuration not stated),-11,0.17,7,-0.032,-0.3,1.1,-9,-4,-0.86
Cc1ccccc1C(=O)c1cccn1CC(=O)NCc1ccco1,6,-0.13,7,-0.75,-1.2,1,-4,-2,0.72
COc1ccc(OCCCSc2ncccn2)cc1,-14,.,3,0.76,-2.2,0.9,139,4,0.6
CCOc1ccc(C(CC(=O)O)NC(=O)COc2ccccc2)cc1 (configuration not stated),12,-0.0013,5,0.036,-0.2,1,-28,-2,0.42
O=C(NCCCN1CCOCC1)c1cc(-c2ccc3c(c2)OCO3)nc2ccccc12,-1,0.16,-4,1.3,-1.2,1,-13,2,-1.4
COC1(OC)C(=N/O)/C(=N\O)CCC1O (configuration not stated),22,.,8,0.17,-0.1,0.8,-22,-7,-0.018
Cn1ncc2c(N3CCOCC3)ncnc21,9,-1.2,9,-0.03,0.1,0.9,2,-10,0.65
COc1cc(S(=O)(=O)N2CCN(c3ccccc3F)CC2)ccc1Cl,4,-0.41,-3,-0.07,-0.6,1,-4,-1,-0.37
Cc1csc2nc(CCNS(=O)(=O)c3ccc4c(c3)OCCO4)cn12,12,0.58,9,-1.1,-0.3,1.1,19,-7,-2.6*
Cc1cnc(NC(=O)CSc2nnc(Cc3ccccc3)o2)s1,17,0.66,5,-1.8,-0.9,0.9,.,7,-0.62
CC1CC(C)CN(CC(=O)Nc2ccc(S(N)(=O)=O)cc2)C1 (configuration not stated),12,-0.72,4,0.66,-0.9,0.9,-26,1,0.59
COc1ccc(CNC(=O)c2ccc(NS(=O)(=O)c3c(C)noc3C)cc2)cc1,16,1.4,4,-0.75,-0.3,0.9,0,5,0.38
CCOC(=O)CNC(=O)CSc1nnc(Cn2cnc3ccccc32)n1C,0,0.13,4,-0.61,0.1,0.9,-4,-8,-0.028
COC(=O)c1ccc(CSc2nc3c(c(=O)n2-c2ccc(C)cc2)SCC3)o1,10,.,4,-1.7,-1.4,0.9,6,3,-0.57
COc1ccc(OC)c(C2=NOC(C(=O)Nc3cccc(C(C)=O)c3)C2)c1 (configuration not stated),-2,3.7*,4,-1.2,1.5,0.8,-2,2,-0.0028
COc1ccc(C(=O)/C=C(\N)C(F)(F)F)c(O)c1,6,.,-7,-1.2,-0.8,0.8,-11,8,-0.38
CCc1nnc(NC(=O)Cn2nc(-c3ccccc3OC)ccc2=O)s1,-7,-0.8,10,-0.5,0.6,0.9,-10,4,0.084
CCCn1c(N2CCN(S(=O)(=O)Cc3ccccc3)CC2)nc2ccccc21,23,-0.38,4,0.31,-0.7,0.9,36,7,-0.17
CCOC(=O)c1cnn(-c2ncnc3sc4c(c23)CCC4)c1N,14,-0.11,1,-1.7,-1.3,1,0,1,-2.7*
O=C(CSc1nnc(-c2cccnc2)n1C1CCCCC1)NC1CCCC1,-5,.,8,.,-1.0,0.8,-18,-2,.
CCN(CC(=O)NCc1ccc(F)cc1)Cc1nc2ccccc2c(=O)[nH]1,8,1.1,6,-0.032,1.3,1.2,3,0,0.097
COc1ccc(C(=O)NCC(=O)OC2CCCCC2=O)cc1 (configuration not stated),-1,.,9,-0.25,.,1,.,.,-0.021
CCN(Cc1ccccc1)C(c1cc2cc(C)cc(C)c2[nH]c1=O)c1nnnn1CCOC (configuration not stated),7,-0.083,-3,-0.97,-0.9,1,-22,4,-0.014
CCOC(=O)N1CCC(NC(=O)CSc2cc(=O)n(CC)c3ccccc23)CC1,9,-0.091,10,-0.25,.,0.9,.,.,0.019
Cc1ccc(C2C(C(=O)c3cc4ccccc4o3)=C(O)C(=O)N2CCN(C)C)o1 (configuration not stated),.,-2.5,-11,-0.58,-4.8,1,11,.,-0.5
Cc1cccc(CSc2nnc(-c3ccccn3)n2N)c1,-5,0.038,0,-0.26,.,0.9,.,.,0.26
CCCNC(=O)Nc1cc(OCC)c(N2CCOCC2)cc1OCC,11,0.018,4,.,-0.6,0.9,.,10,.
CCc1cccc(C)c1NC(=O)CSc1nc2ccccc2n1CC(=O)N(C)C,7,-1,3,0.1,0.6,0.9,10,0,-0.061

# In the list so far, these have a CF3 group.
SMILES,HEK293 NFkB inh,D1 mod,Ec RNAP inh,M1 ag,S1P3 agonist,TNAP act mid DEA,S1P1 ag pot,Jurkat viability,M1 antagonist
O=C(Cn1cc(C(F)(F)F)ccc1=O)N1CCN(S(=O)(=O)c2ccc(Cl)cc2)CC1,3,-1.1,-4,1.9,0.2,1,-12,0,0.49
COc1ccc(C(=O)/C=C(\N)C(F)(F)F)c(O)c1,6,.,-7,-1.2,-0.8,0.8,-11,8,-0.38

# (further entries)
SMILES,HEK293 NFkB inh,D1 mod,Ec RNAP inh,M1 ag,S1P3 agonist,TNAP act mid DEA,S1P1 ag pot,Jurkat viability,M1 antagonist
CC(C)Oc1ccc(CNC2CCOC(C)(C)C2)cc1 (configuration not stated),14,1.3,11,0.82,-0.6,0.9,4,5,0.032
CCOc1cc(C2C(C(=O)OC)=C(C)N=C3SC(C)C(=O)N32)ccc1OC(C)=O (configuration not stated),11,.,6,-0.073,0.1,0.9,-7,1,-0.49
Cc1cc(C(C)(C)C)cc(S(=O)(=O)NCCO)c1C,-6,-0.011,5,-0.48,-1.1,1,-7,-1,-0.11
CCOc1ccc(C(=O)NCc2cccnc2)cc1,1,.,13,0.29,0.8,0.9,-24,-4,0.41
Cc1ccc(C)c(-n2c(CNC(=O)c3ccco3)nnc2SCC(=O)Nc2nnc(C)s2)c1,1,0.059,5,0.41,-0.7,0.8,8,-4,-0.34
Cc1ccc(CS(=O)(=O)Cc2ccc(C(=O)NCc3ccco3)o2)cc1,-3,-0.59,-4,0.27,-1.3,1,5,5,0.58
CCCCn1c(=NC(=O)c2ccco2)c(C(=O)OCC)cc2c(=O)n3ccccc3nc21,17,5.6*,-13,-0.029,.,0.9,.,.,-1.1

# 3 compounds from above, sorted by their value in TNAP act mid DEA, falling.
structure,TNAP act mid DEA
Cc1ccc(CS(=O)(=O)Cc2ccc(C(=O)NCc3ccco3)o2)cc1,1
CC(C)Oc1ccc(CNC2CCOC(C)(C)C2)cc1 (configuration not stated),0.9
Cc1ccc(C)c(-n2c(CNC(=O)c3ccco3)nnc2SCC(=O)Nc2nnc(C)s2)c1,0.8

# Compound activity as filed in PubChem.
